FLuc counter: firefly luciferase modulation, counter-screen for miR-21 project; 360,000 tested, 6.9% active; Potency, µM (highest dose often 57.5 µM), for the others: top-dose activity change, negative = inhibition, most hits filed as inhibitors; AID 588342; purified FLuc, Km substrates, luminescence inhibition; P08659;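 further: potency means the concentration at half of the fitted maximal effect; plate controls were vehicle for no effect and reference inhibitor for full effect; nearly all actives have a fitted effect of over 55% in size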
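Biochemical qHTS of compounds, final roughly 60 µM downward over six points, against 10 nM purified firefly luciferase using Km concentrations of substrates (10 uM D-luciferin, 10 uM ATP) in Tris acetate pH 7.5 buffer; luminescence output.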
KCNH2 3.1 inh: KCNH2 3.1 (human) potassium channel inhibition; U2OS KCNH2 3.1, thallium flux FluxOr; active compounds read low; activity change, % (tested at about 1.8 µM); 340,000 tested, 0.95% active;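 active means maximum activity change below -70%; inconclusive means maximum activity change from -70% to -50%; inactive means maximum activity change above -50%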;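 further: thallium influx rate constant from kinetic fluorescence after stimulation buffer; on the % scale 0 is the no-effect control and ±100 the full control effect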
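Thallium flux read-out: FluxOr dye with Red40 quencher in HBSS/HEPES, 45 min at RT. Rate constants from kinetic reads were normalized to positive and negative DMSO controls. Cells: U2OS virally expressing the 3.1 isoform.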
Coupling enz: counter-screen for Giardia aldolase inhibitors: coupling enzyme system; AID 2472; coupling enzyme system counterscreen, AmpLite Red fluorescence; activity change, negative = inhibition, % at 58.2 µM, hits read low; 290,000 tested, 0.67% active; in the data active means activity change below about -30%; further: on the % scale 0 is the no-effect control and ±100 the full control effect
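Fluorescence at 525 nm excitation and 598 nm emission measured inhibition of the coupled detection system without aldolase. Compounds (at 57.5 uM final) were preincubated 10 min at room temperature with coupling enzyme reagent before a 20 min substrate/AmpLite Red step.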
Tb PFK inh: inhibitors of T. brucei phosphofructokinase; T. brucei PFK, ADP-Glo luminescence; Potency, µM (series often up to 57.5 µM), for the others: top-dose activity, negative = inhibition, hits mostly inhibitors; 330,000 tested, 0.17% active; O15648; AID 485367;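 further: potency means the concentration at half of the fitted maximal effect; 0% = uninhibited 1x PFK enzyme wells and -100% = no-enzyme wells; nearly all actives have a fitted effect of over 60% in size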
Target sequence (O15648 whole entry, looked up): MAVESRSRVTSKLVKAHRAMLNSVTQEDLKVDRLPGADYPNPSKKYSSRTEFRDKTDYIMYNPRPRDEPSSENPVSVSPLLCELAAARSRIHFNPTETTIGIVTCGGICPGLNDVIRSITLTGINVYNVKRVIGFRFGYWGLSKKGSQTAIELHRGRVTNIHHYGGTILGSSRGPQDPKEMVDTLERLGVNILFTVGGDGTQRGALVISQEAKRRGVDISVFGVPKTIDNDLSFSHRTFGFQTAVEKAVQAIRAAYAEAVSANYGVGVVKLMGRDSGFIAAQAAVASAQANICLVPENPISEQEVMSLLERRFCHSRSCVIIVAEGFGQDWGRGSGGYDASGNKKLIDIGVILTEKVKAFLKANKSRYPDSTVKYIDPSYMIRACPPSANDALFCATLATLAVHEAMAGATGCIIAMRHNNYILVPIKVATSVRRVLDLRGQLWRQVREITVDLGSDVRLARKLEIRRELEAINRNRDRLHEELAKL
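1.25 nM PFK with 0.5 mM F6P and 0.1 mM ATP in 0.1 M TEA pH 8.0, 5 mM MgCl2, incubated 45 min at room temperature; ADP measured by ADP-Glo luminescence; compounds titrated up to 57 uM.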
uPA surface inh: blocks generation of uPA at the cell surface. 330,000 tested, 0.31% active. Potency, µM (titrated, usually from 38.3 µM), for the others: at the highest dose activity change, negative = inhibition, hits mostly inhibitors. cell surface uPA generation assay, qHTS. AID 540303; active means well fitted inhibition curve with a large enough effect; inconclusive means small, poorly fitted or top-dose-only effect; inactive means no such curve, though single readings can be large or run the other way; tested in mouse RAW 264.7 cells; further: potency means the concentration at half of the fitted maximal effect; on the % scale 0 is the no-effect control and ±100 the full control effect; nearly all actives have a fitted effect of over 55% in size
Giardia killer: kills Giardia lamblia; Giardia lamblia trophozoite viability; activity change, % at 7.66 µM, hits read low; 340,000 tested, 0.15% active; in the data active means activity change below about -80%; inconclusive means between about -30% and that limit;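 further: parasites exposed to compound for two days anaerobically before the ATP read; on the % scale 0 is the no-effect control and ±100 the full control effect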
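Giardia trophozoites, 100 cells per well, were exposed to compounds for 48 hrs at 37 deg C under anaerobic conditions; viability was then read as ATP content by bioluminescence after 15-30 min at room temperature.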
Rab9 prom act: activates the Rab9 promoter | 320,000 tested, 2.8% active | Huh7 Rab9 promoter-luciferase reporter, luminescence, 24 h | AID 485297 | Potency, µM (doses to about 9.22 µM), without a hit: at the top dose activation, negative = inhibition, usual class: activators; further: potency means the concentration at half of the fitted maximal effect; % of control where 0% means no effect; nearly all actives have a fitted effect of over 60% in size
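Cells were plated at 1500 per well in reduced-serum medium with 10% FBS and left 2 h. Compound in DMSO was then added for 24 h at 37 °C. Reporter signal was read by luminescence after 10 min with luciferase detection reagent.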
NPC1 promoter act: activates the NPC1 promoter. Huh7 NPC1 promoter luciferase reporter, 24 h. Potency, µM (series often up to 9.22 µM), for inactives: top-dose activation, most hits filed as activators. 320,000 tested, 2.4% active. AID 485313;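 further: potency means the concentration at half of the fitted maximal effect; % of control where 0% means no effect; nearly all actives have a fitted effect of over 60% in size; reporter is driven by a mutant NPC1 promoter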
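Quantitative HTS used a cell-based reporter: Huh7 cells stably bearing the NPC1 promoter upstream of luciferase were treated with compounds for 24 h, and promoter activation was read as luminescence.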
RORgamma inh: ROR gamma (mouse) transcription inhibition; P51450; Drosophila S2 Gal4-RORgamma UAS-luciferase reporter, 20 h; Potency, µM (top dose mostly 53.6 µM), without a hit: at the highest dose activity change, negative = inhibition, actives largely listed as inhibitors; 310,000 tested, 5.4% active; AID 2551; further: potency means the concentration at half of the fitted maximal effect; on the % scale 0 is the no-effect control and ±100 the full control effect; nearly all actives have a fitted effect of over 60% in size
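Luminescence from a UAS-regulated Photinus luciferase reporter in stably transfected Drosophila Schneider cells is measured; decreased signal marks ROR gamma inhibition. Fusion expression is induced by 700 uM copper sulfate for 20 hr.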
VP16 counter: Gal4-VP16 reporter inhibition counter-screen. Drosophila S2 Gal4-VP16 UAS-luciferase, luminescence, 20 h. 310,000 tested, 3.5% active. AID 2546. Potency, µM (titrated, usually from 53.6 µM), for inactives: top-dose activity, negative = inhibition, actives largely listed as inhibitors;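 further: Gal4-VP16 expression switched on by copper sulfate through the metallothionein promoter; potency means the concentration at half of the fitted maximal effect; on the % scale 0 is the no-effect control and ±100 the full control effect; nearly all actives have a fitted effect of over 50% in size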
ELG1 genotox: inducers of genotoxicity in HEK293T ELG1-luciferase cells; HEK293T ELG1-luciferase reporter, luminescence, 16 h; Potency, µM (titrated, usually from 46 µM), without a hit: top-dose activity change, positive = activation, usual class: activators; 330,000 tested, 1.3% active; further: potency means the concentration at half of the fitted maximal effect; % of control where 0% means no effect; nearly all actives have a fitted effect of over 60% in size
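After overnight (16 hr) compound treatment at 37 °C, ELG1-luciferase HEK293T cells were lysed with ONE-Glo; luminescence quantified 30 min later at room temperature.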
Starred values were filed as active, the others as inactive; ? = inconclusive; . = no result given. Unless noted, the call rests on the fitted dose curve; in most records, active means well fitted curve in the direction sought with a large enough effect; inconclusive means small, poorly fitted or top-dose-only effect, or another doubt; inactive means no such curve, though single readings can be large; an effect the other way counts as inactive or inconclusive.

[1] C/C(=N\NC(=O)c1ccc(O)cc1)c1ccc2c(c1)OCCO2
[2] Cc1ccc(N)c2c1OCCC2=O
[3] COC(=O)CSc1ncnc2c1sc1nc3c(cc12)COC(C)(C)C3
[4] COC(=O)[C@H](Cc1ccccc1)NC(=O)Cn1cnc2c(NCc3ccccc3)ncnc21
[5] CC1=[N+](CC(=O)c2ccccc2)CCn2cccc21
[6] CN(C)S(=O)(=O)c1cccc(C(=O)Nc2ccccc2Cl)c1
[7] CN=C1SC(CC(=O)Nc2ccccc2F)C(=O)N1/N=C/c1ccc(O)c(OC)c1 (stereo not given)
[8] O=C1CC(SCCc2nc3ccccc3[nH]2)C(=O)N1c1ccc(Cl)cc1 (stereo not given)

| assay / compound | 1 | 2 | 3 | 4 | 5 | 6 | 7 | 8 |
| --- | --- | --- | --- | --- | --- | --- | --- | --- |
| FLuc counter | 13µM* | 2% | ? | . | 0% | -14% | -19% | 0% |
| KCNH2 3.1 inh | 4 | -5 | 16 | -4 | 3 | -1 | -3 | 4 |
| Coupling enz | . | 2 | 2 | . | -3 | 0 | 0 | 1 |
| Tb PFK inh | 3% | 0% | -3% | 1% | 4% | 3% | 1% | 5% |
| uPA surface inh | -29% | 0% | -5% | 6% | 3% | . | 18% | 2% |
| Giardia killer | 18 | -1 | -26 | -8 | -22 | 6 | -10 | 1 |
| Rab9 prom act | 28% | -7% | ? | . | 3.5µM* | -7% | -4% | 4% |
| NPC1 promoter act | 22% | -1% | 25% | . | ? | 5% | 8% | 2% |
| RORgamma inh | . | 5% | -24% | . | 6% | 14% | -16% | -18% |
| VP16 counter | . | -1% | -24% | . | 14% | 13% | ? | 6% |
| ELG1 genotox | ? | 2% | -9% | -3% | ? | 0% | -1% | 1% |

Structures from the list above that contain four or more nitrogen atoms (two):
[4] COC(=O)[C@H](Cc1ccccc1)NC(=O)Cn1cnc2c(NCc3ccccc3)ncnc21
[7] CN=C1SC(CC(=O)Nc2ccccc2F)C(=O)N1/N=C/c1ccc(O)c(OC)c1 (stereo not given)

| assay / compound | 4 | 7 |
| --- | --- | --- |
| FLuc counter | . | -19% |
| KCNH2 3.1 inh | -4 | -3 |
| Coupling enz | . | 0 |
| Tb PFK inh | 1% | 1% |
| uPA surface inh | 6% | 18% |
| Giardia killer | -8 | -10 |
| Rab9 prom act | . | -4% |
| NPC1 promoter act | . | 8% |
| RORgamma inh | . | -16% |
| VP16 counter | . | ? |
| ELG1 genotox | -3% | -1% |

Later entries:
[9] COC(=O)Cc1c(O)ccn(CCc2ccc(S(N)(=O)=O)cc2)c1=O
[10] CCC(=O)N1CCN(c2cc(N3CCN(C)CC3)c(F)cc2[N+](=O)[O-])CC1
[11] S=c1[nH]nc(CCc2ccccc2)n1-c1ccc(Cl)cc1
[12] COc1ccc(Nc2ncnc3sccc23)cc1OC
[13] O=C(Nc1ccccc1)c1cc2ccccc2c(=O)s1
[14] O=C(O)CC(NC(=O)C12CC3CC(CC(C3)C1)C2)c1ccc(F)cc1 (stereo not given)
[15] COc1ccccc1CN1CC(C(=O)N2CCOCC2)CCC1=O (stereo not given)
[16] CCCCCCn1c(CN2CCC(C)CC2)nc2c1c(=O)n(C)c(=O)n2C

| assay / compound | 9 | 10 | 11 | 12 | 13 | 14 | 15 | 16 |
| --- | --- | --- | --- | --- | --- | --- | --- | --- |
| FLuc counter | -2% | -2% | 2% | ? | 11µM* | -1% | 1% | 0% |
| KCNH2 3.1 inh | 0 | 9 | -1 | 10 | -12 | 11 | 1 | -15 |
| Coupling enz | 0 | 4 | 8 | -1 | -1 | 1 | . | 0 |
| Tb PFK inh | 2% | 1% | -3% | 12% | 0% | -17% | 0% | -3% |
| uPA surface inh | -6% | 1% | -6% | 0% | 9% | -1% | 7% | -4% |
| Giardia killer | -12 | 8 | 5 | -6 | 12 | -22 | 5 | 2 |
| Rab9 prom act | -1% | -1% | 2% | 1% | 2.8µM* | 0% | 3% | -1% |
| NPC1 promoter act | -5% | 2% | -6% | 11% | ? | 0% | 8% | -7% |
| RORgamma inh | ? | 16% | 1.8µM* | -6% | 18% | 11% | -1% | 8% |
| VP16 counter | -29% | -7% | ? | -22% | 1% | 9% | ? | -7% |
| ELG1 genotox | -5% | 0% | -3% | 2% | -4% | 3% | 6% | 0% |

Just uPA surface inh, Tb PFK inh and FLuc counter, for 6 of the compounds above:
item	molecule	uPA surface inh	Tb PFK inh	FLuc counter
9	COC(=O)Cc1c(O)ccn(CCc2ccc(S(N)(=O)=O)cc2)c1=O	-6%	2%	-2%
10	CCC(=O)N1CCN(c2cc(N3CCN(C)CC3)c(F)cc2[N+](=O)[O-])CC1	1%	1%	-2%
11	S=c1[nH]nc(CCc2ccccc2)n1-c1ccc(Cl)cc1	-6%	-3%	2%
12	COc1ccc(Nc2ncnc3sccc23)cc1OC	0%	12%	?
13	O=C(Nc1ccccc1)c1cc2ccccc2c(=O)s1	9%	0%	11µM*
14	O=C(O)CC(NC(=O)C12CC3CC(CC(C3)C1)C2)c1ccc(F)cc1 (stereo not given)	-1%	-17%	-1%

RORgamma inh: entries above that show a hit.
item	structure	Tb PFK inh	uPA surface inh	Rab9 prom act	NPC1 promoter act	RORgamma inh
11	S=c1[nH]nc(CCc2ccccc2)n1-c1ccc(Cl)cc1	-3%	-6%	2%	-6%	1.8µM*

Later entries:
[17] Cc1c(NC(=O)c2ccc(Cl)c(S(=O)(=O)N3CCCCC3)c2)c(=O)n(-c2ccccc2)n1C
[18] COc1ccc(CCNC(=O)CSc2nc3ccccc3o2)cc1
[19] CC1CCN(S(=O)(=O)c2ccc(NC(=O)CN3CCOCC3)cc2)CC1
[20] CCN(CC)S(=O)(=O)c1ccc(C(=O)OCC(=O)Nc2ccc(-c3nc4ccc(C)cc4s3)cc2)cc1

| assay / compound | 17 | 18 | 19 | 20 |
| --- | --- | --- | --- | --- |
| FLuc counter | 1% | 5% | 4% | 2.7µM* |
| KCNH2 3.1 inh | -19 | -14 | 17 | -27 |
| Coupling enz | 1 | 9 | 4 | -2 |
| Tb PFK inh | -2% | -1% | 0% | 1% |
| uPA surface inh | 8% | 9% | . | -2% |
| Giardia killer | -2 | 3 | 9 | ? |
| Rab9 prom act | -2% | 3% | 0% | 0.45µM* |
| NPC1 promoter act | 4% | -2% | -3% | 0.4µM* |
| RORgamma inh | -24% | -1% | 1% | 0.4µM* |
| VP16 counter | 0% | -2% | -1% | ? |
| ELG1 genotox | -13% | 1% | -5% | 1.6µM* |

Compound activity as filed in PubChem.
